IkB signaling = suppresses IkB signaling in ABC-DLBCL reporter cells | ABC-DLBCL IkBa-CBG/CBR dual luciferase ratio, 4 h; response scale: scaled: untreated 0%, proteasome inhibitor 100% | Potency, µM (titrated, usually from 57.1 µM), for inactives: top-dose IkBa stabilization activation | actives 0.04% (n = 110,000); active = well fitted curve in the direction sought with a large enough effect in the signal ratio, not every such curve was filed as active; inconclusive = small, poorly fitted or top-dose-only effect, or a change in a side signal; the % refers to the signal ratio;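 note: the direction sought is a rising ratio; 0% = basal untreated cells and 100% = reference inhibitor full response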
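In this assay, an IκBα–CBG68 fusion accumulates when IKK-driven degradation is blocked; native CBR normalizes for cell number. OCI-Ly3 cells were treated 4 h with compound and doxycycline, then green and red light read after Chroma-Glo addition.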
Peg3 imprint = inducers of genomic imprint erasure in mouse ES cells; mouse ES Peg3-LacZ reporter, beta-gal luminescence, 40 h; Potency, µM (top dose mostly 60.7 µM), without a hit: at the top dose activity change, positive = activation, hits mostly activators; actives 0.02% (n = 110,000); AID 1948;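 note: 0% = negative control wells on the plate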
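Readout: BetaGlo luminescence (5 min, room temp) for LacZ from the normally silent maternal Peg3 allele in female Peg3LacZ-Neo ES cells. Cells 300/well, 40 h, 37C, 5% CO2. Data normalized per plate to negative controls.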
p53ts 39C kill = cytotoxicity in p53ts cells at nonpermissive temperature | actives 1.5% (n = 130,000) | H1299-p53A138V viability at 39C, ATP luminescence, 24 h | Potency, µM (doses to about 46.1 µM), without a hit: at the top dose activity change, negative = cell killing, hits mostly cytotoxic; note: nearly all actives have a fitted effect of over 55% in size
p53ts 32C kill = p53ts cell cytotoxicity, permissive temperature; H1299-p53A138V at 32C, ATP luminescence viability, 24 h; Potency, µM (doses to about 46.1 µM), for inactives: at the highest dose activity change, negative = cytotoxicity, usual class: cytotoxic; actives 0.93% (n = 130,000); AID 924;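 note: 0% = DMSO and -100% = full killing by reference compound; nearly all actives have a fitted effect of over 55% in size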
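Cells: H1299 p53ts (A138V), 600/well, pre-incubated 16–30 h at 37C. Cpd up to 46 uM, 24 h, 32C. Readout: ATPlite luminescence, 20 min RT. Normalization: DMSO vs tamoxifen 100 uM. AC50 by Hill equation.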
* marks the source's active call; other numbers are inactive results; & = joins results of further samples; [ ] = another dose, or the depositor's remark. Unless noted, calls come from the whole dose curve; as a rule, active = well fitted curve in the direction sought with a large enough effect; inconclusive = small, poorly fitted or top-dose-only effect, or another doubt; inactive = no such curve, though single readings can be large; an effect the other way counts as inactive or inconclusive. Unless noted, % is set by controls: 0 for no effect and ±100 for the full control effect; potency is the fitted concentration of half-maximal effect.

Screening Cc1ccc(C(C)C)c(OCCSc2nc(-c3cccs3)nc3cc(=O)[nH]n23)c1 returned IkB signaling -0.3%, Peg3 imprint 21%[10.9 µM], p53ts 39C kill -5% and p53ts 32C kill 11%.
For CCN(CC)c1ccc2cc(C(=O)O)c(=O)oc2c1 the results were IkB signaling -0.1%, Peg3 imprint 0%, p53ts 39C kill 6% and p53ts 32C kill -14%.
`NC(=O)c1ccccc1NC(=O)c1ccc(-c2ccc(Br)cc2)o1` gave IkB signaling 2.6%, Peg3 imprint -8%[10.9 µM], p53ts 39C kill -6% and p53ts 32C kill -12%.
`COc1ccc(N2CC(C(=O)O)CC2=O)cc1` (stereo unspecified) gave p53ts 39C kill 7% and p53ts 32C kill -9%.
For CCCN(CCC)C(C(=O)Nc1cccc(OC)c1)c1ccccc1 (stereo unspecified) the results were IkB signaling 7.2%, Peg3 imprint -20%, p53ts 39C kill 7% and p53ts 32C kill 9%.
CCCCCCCCCCCCCCCC(=O)O[C@H](CC(=O)O)C[N+](C)(C)C was read as IkB signaling -0.5%&-7.2%, Peg3 imprint -10%, p53ts 39C kill inconclusive and p53ts 32C kill 13µM*.
CC(C(=O)NC1=NCCS1)N1C(=O)c2ccccc2C1=O (stereo unspecified) was read as IkB signaling -0.6%, Peg3 imprint -15%, p53ts 39C kill -2% and p53ts 32C kill 2%.
`Cc1ccc(S(=O)(=O)C2(C(=O)Nc3ccc(Cl)c(C(F)(F)F)c3)CC2)cc1` gave IkB signaling inconclusive, Peg3 imprint 5%[10.9 µM], p53ts 39C kill -21% and p53ts 32C kill 0%.
Screening CCOC(=O)CN1CC23C=CC(O2)C(C(=O)Nc2cc(OC)ccc2OC)C3C1=O (stereo unspecified) returned IkB signaling -1.9%, Peg3 imprint -9%, p53ts 39C kill 17% and p53ts 32C kill 2%.
For O=C(O)c1ccc2oc(=O)n(Cc3ccccc3)c2c1 the results were IkB signaling -0.9%, Peg3 imprint -5%[10.9 µM], p53ts 39C kill 4% and p53ts 32C kill 4%.

Taken from the listing for reference:
Screening CCOC(=O)CN1CC23C=CC(O2)C(C(=O)Nc2cc(OC)ccc2OC)C3C1=O (stereo unspecified) returned IkB signaling -1.9%, Peg3 imprint -9%, p53ts 39C kill 17% and p53ts 32C kill 2%.
For O=C(O)c1ccc2oc(=O)n(Cc3ccccc3)c2c1 the results were IkB signaling -0.9%, Peg3 imprint -5%[10.9 µM], p53ts 39C kill 4% and p53ts 32C kill 4%.

Further results
For Cc1ccc(CNC(=O)c2cccc(OCc3c(C)noc3C)c2)cc1 the results were IkB signaling 3.5%, Peg3 imprint -15%, p53ts 39C kill -12% and p53ts 32C kill -5%.
Screening CCN1C(=O)C(C(=O)Nc2ccc(OC)cc2)C2CC1(C)Oc1ccccc12 (stereo unspecified) returned IkB signaling inconclusive, Peg3 imprint -2%, p53ts 39C kill 2% and p53ts 32C kill 12%.
`Cn1nnnc1SCCCNCc1cccc(OCc2ccccc2F)c1` gave IkB signaling -0.7%, Peg3 imprint -14%[10.9 µM], p53ts 39C kill inconclusive and p53ts 32C kill -15%.
Screening COc1ccc(NC(=O)c2nn(C)c3c2CSc2ccc(C)cc2-3)cc1OC returned IkB signaling inconclusive, Peg3 imprint -3%[10.9 µM], p53ts 39C kill 8% and p53ts 32C kill -8%.
Screening CCNS(=O)(=O)c1ccc(OC)c(C)c1 returned IkB signaling -0.2%, Peg3 imprint -10%, p53ts 39C kill 9% and p53ts 32C kill 11%.
For Cc1cc(C)c(NC(=O)c2cc(C)nc3c2c(C)nn3-c2cccc(F)c2)c(C)c1 the results were IkB signaling inconclusive, Peg3 imprint 11%[10.9 µM], p53ts 39C kill -10% and p53ts 32C kill 10%.
`Cc1cccc(CN2CCN(CC(=O)Nc3c(C)cccc3C)S2(=O)=O)c1` gave IkB signaling 0.7%, Peg3 imprint 4%[10.9 µM], p53ts 39C kill 16% and p53ts 32C kill 6%.
Screening CCOC(=O)C1=C(N)OC2=C(C(=O)CCC2)C1c1ccc(C)s1 (stereo unspecified) returned IkB signaling 1.9%, Peg3 imprint -5%, p53ts 39C kill 3% and p53ts 32C kill 0%.
COc1cc(NC(=O)CC(C)n2nc(C)cc2C)cc(OC)c1 (stereo unspecified) was read as IkB signaling 0.3%, Peg3 imprint 10%[10.9 µM], p53ts 39C kill -3% and p53ts 32C kill 3%.
`COc1ccccc1NC(=O)N1CCCC1C(=O)NC12CC3CC(CC(C3)C1)C2` (stereo unspecified) gave IkB signaling -1.3%, Peg3 imprint -11%, p53ts 39C kill 7% and p53ts 32C kill 6%.

Arranged by length of the SMILES (smallest number first): 3 of the compounds above
Screening CCNS(=O)(=O)c1ccc(OC)c(C)c1 returned IkB signaling -0.2%, Peg3 imprint -10%, p53ts 39C kill 9% and p53ts 32C kill 11%.
`Cn1nnnc1SCCCNCc1cccc(OCc2ccccc2F)c1` gave IkB signaling -0.7%, Peg3 imprint -14%[10.9 µM], p53ts 39C kill inconclusive and p53ts 32C kill -15%.
Screening COc1ccc(NC(=O)c2nn(C)c3c2CSc2ccc(C)cc2-3)cc1OC returned IkB signaling inconclusive, Peg3 imprint -3%[10.9 µM], p53ts 39C kill 8% and p53ts 32C kill -8%.

Additional compounds:
For O=C1c2ccccc2C(=O)N1CSc1ncccn1 the results were IkB signaling 0.5%, Peg3 imprint -5%, p53ts 39C kill 4% and p53ts 32C kill -2%.
For O=C(CN1C(=O)c2ccccc2S1(=O)=O)NCc1ccc2c(c1)OCO2 the results were p53ts 39C kill 5% and p53ts 32C kill -4%.
Screening c1ccc(-c2nc(NCc3ccco3)c3ccccc3n2)cc1 returned p53ts 39C kill -12% and p53ts 32C kill 2%.
`COc1ccc(CCNC(=O)Cn2nnc(-c3cccc(C(F)(F)F)c3)n2)cc1OC` gave IkB signaling -0.2%, Peg3 imprint -17%[10.9 µM], p53ts 39C kill 20% and p53ts 32C kill -7%.
Screening Cc1nn2c(-c3cccc(NC(=O)c4ccco4)c3)nnc2c2ccccc12 returned IkB signaling 0.2%, Peg3 imprint 0%, p53ts 39C kill 10% and p53ts 32C kill 3%.
Screening CC(C)N(C(=O)Cn1cc(S(=O)(=O)Cc2ccc(C(F)(F)F)cc2)c2ccccc21)C(C)C returned IkB signaling inconclusive, Peg3 imprint inconclusive, p53ts 39C kill 3% and p53ts 32C kill -8%.
O=C(c1ccc(COc2ccccc2Br)o1)N1CCCCCC1 was read as IkB signaling inconclusive, Peg3 imprint -16%, p53ts 39C kill 7% and p53ts 32C kill -5%.
For O=C(Nc1nnc(-c2ccccc2F)s1)C1CCCO1 (stereo unspecified) the results were p53ts 39C kill -5% and p53ts 32C kill -5%.
Cc1ccc2oc(C(=O)N(Cc3sccc3C)C3CCS(=O)(=O)C3)c(C)c2c1 (stereo unspecified) was read as IkB signaling inconclusive, Peg3 imprint -7%[10.9 µM], p53ts 39C kill -7% and p53ts 32C kill 13%.
`CCC(=O)N1CCc2cc(Br)cc(S(=O)(=O)N3CCN(C(=O)c4ccco4)CC3)c21` gave IkB signaling 1.0%, Peg3 imprint -12%, p53ts 39C kill 6% and p53ts 32C kill 22%.
Screening Cc1ccc2c(c1)N(C(=O)N1CCC(C(=O)NCc3ccccc3C)CC1)CC(C)O2 (stereo unspecified) returned IkB signaling -0.7%, Peg3 imprint 16%[10.9 µM], p53ts 39C kill 2% and p53ts 32C kill 4%.
CC1CCN(S(=O)(=O)c2ccc3c(c2)N(CC(=O)Nc2ccc(F)c(Cl)c2)C(=O)CO3)CC1 was read as IkB signaling -0.2%, Peg3 imprint 12%[10.9 µM], p53ts 39C kill -7% and p53ts 32C kill -4%.
Screening Cc1ccccc1Nc1sc(C(=O)c2ccccc2)c(N)c1S(C)(=O)=O returned IkB signaling 0.3%, Peg3 imprint 3%[10.9 µM], p53ts 39C kill -14% and p53ts 32C kill 3%.
O=C(OCC(=O)c1c[nH]c2ccccc12)C1=COCCO1 was read as IkB signaling -0.3%, Peg3 imprint -21%, p53ts 39C kill -7% and p53ts 32C kill -11%.
COc1ccc(C2C(C(=O)N3CCCC3)CC(=O)N2c2ccc(OC)cc2)cc1 (stereo unspecified) was read as IkB signaling 1.5%, Peg3 imprint 16%, p53ts 39C kill -7% and p53ts 32C kill -5%.
`O=c1ccn(Cc2ccccc2)c(=O)n1Cc1ccccc1` gave IkB signaling 0.3%, Peg3 imprint -3%, p53ts 39C kill -3% and p53ts 32C kill -3%.
For CC1CCCCN1CCCNC(=O)c1cc(Sc2cccc(Cl)c2)nc2ccccc12 (stereo unspecified) the results were IkB signaling inconclusive, Peg3 imprint -19%[10.9 µM], p53ts 39C kill inconclusive and p53ts 32C kill -10%.
For O=c1c(-c2ccc(Cl)cc2)nc2cnc(N3CCOCC3)nc2n1-c1ccccc1 the results were IkB signaling 0.3%[11.4 µM], Peg3 imprint inconclusive, p53ts 39C kill 8% and p53ts 32C kill 2%.
`CCOC(=O)c1ccc(Cn2c(-c3ccccc3)nnc2-c2ccccc2)o1` gave IkB signaling 7.7%, Peg3 imprint -46%[inhibitor], p53ts 39C kill 23% and p53ts 32C kill -9%.
COC(=O)CN1C(=O)CSc2ccc(S(=O)(=O)Nc3ccc(Cl)cc3C)cc21 was read as IkB signaling inconclusive, Peg3 imprint 13%[10.9 µM], p53ts 39C kill -4% and p53ts 32C kill 5%.
`CC(=O)c1ccc(NC(=O)c2cn(-c3ccccc3)nc2-c2ccncc2)cc1` gave p53ts 39C kill 16% and p53ts 32C kill -13%.
`Cc1ccccc1CNC(=O)CN1CCSc2ccccc21` gave IkB signaling inconclusive, Peg3 imprint -13%[10.9 µM], p53ts 39C kill inconclusive and p53ts 32C kill -4%.
Screening O=C1c2oc3ccccc3c(=O)c2C(c2ccccn2)N1Cc1ccccc1 (stereo unspecified) returned IkB signaling -1.5%, Peg3 imprint -10%, p53ts 39C kill 13% and p53ts 32C kill 8%.
COc1cccc(-c2nc(CS(=O)(=O)CC(=O)NCc3ccccc3OC)c(C)o2)c1 was read as IkB signaling 2.9%, Peg3 imprint -20%, p53ts 39C kill 0% and p53ts 32C kill -1%.
`CC(=O)NCc1nc2ccccc2n1Cc1ccccc1F` gave IkB signaling 0.1%, Peg3 imprint -6%, p53ts 39C kill -8% and p53ts 32C kill 1%.
Cc1ccc(Cn2nnc3c(=O)n(CC(=O)NCc4ccco4)cnc32)cc1 was read as IkB signaling -1.4%, Peg3 imprint -16%, p53ts 39C kill -4% and p53ts 32C kill 0%.
For CCCCCCc1ccc(-c2ncc(N)cn2)cc1 the results were IkB signaling -0.8%, Peg3 imprint -24%, p53ts 39C kill -3% and p53ts 32C kill 3%.
`O=C(CSc1ccc2nnc(-c3ccc(Cl)cc3)n2n1)N1CCCc2ccccc21` gave p53ts 39C kill -8% and p53ts 32C kill -9%.
`CCn1cc2nc(SCC(=O)Nc3ccc(OC)cc3OC)n(Cc3ccc(Cl)cc3)c(=O)c2n1` gave IkB signaling 9.2%, Peg3 imprint -10%[10.9 µM], p53ts 39C kill 7% and p53ts 32C kill 2%.
For CCOC(=O)C1C(=O)CC(C)(O)C(C(=O)OCC)C1c1ccccc1 (stereo unspecified) the results were p53ts 39C kill 20% and p53ts 32C kill -12%.
Screening COc1ccc(S(=O)(=O)NCCCN2CCOCC2)c2ccccc12 returned IkB signaling 3.0%, Peg3 imprint -15%, p53ts 39C kill 5% and p53ts 32C kill 2%.
For COc1nc(/C(N)=N/O)nc(N2CCCCC2)n1 the results were IkB signaling -2.9%, Peg3 imprint 4%, p53ts 39C kill 5% and p53ts 32C kill 3%.
Screening Cc1ccc(-c2nc3nc4ccccc4nc3n2Cc2ccco2)cc1 returned IkB signaling inconclusive, Peg3 imprint 4%, p53ts 39C kill 13µM* and p53ts 32C kill 13µM*.
Screening COc1ccccc1-c1cncnc1Nc1ccc(F)cc1 returned IkB signaling 22%[11.4 µM], Peg3 imprint 26%, p53ts 39C kill 11% and p53ts 32C kill 5%.
`CSc1nc2ccccc2n1CC(=O)Nc1c(C)cccc1C` gave p53ts 39C kill 28% and p53ts 32C kill -14%.
Screening COCCNC(=O)Cn1cc2c(n1)-c1c(oc(C(=O)N3CCCC3)c1C)CC2 returned IkB signaling -1.0%, Peg3 imprint -7%[10.9 µM], p53ts 39C kill -3% and p53ts 32C kill 3%.
Cc1ccccc1COC(=O)c1nn(-c2ccccc2)nc1N was read as IkB signaling 0.6%, Peg3 imprint -11%[10.9 µM], p53ts 39C kill 8% and p53ts 32C kill -16%.

Source: PubChem BioAssay (National Center for Advancing Translational Sciences (NCATS))
